TGFb inhibitor = TGF-b pathway inhibition | HepG2 CAGA-GFP TGF-b/SMAD3 reporter, GFP fluorescence, 18 h; TGF-beta stimulated, 500 pg/mL final | Potency, µM (top dose mostly 46.1 µM), inactives show top-dose activity, negative = inhibition, usual class: inhibitors | hit rate 1.2% among 410,000 | AID 588855; note: potency is the fitted concentration of half-maximal effect; % is set by controls: 0 for no effect and ±100 for the full control effect; nearly all actives have a fitted effect of over 65% in size
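HEPG2 CAGA-GFP, 1000 cells/well; 2 h settle, 37 C; cpd via pin tool; TGF-b 500 pg/mL final; 18 h, 37 C; GFP imaging ex488/em500-530; %Activity normalised to -TGF-b and +DMSO controls; CRC fit, curve class.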
ATXN viability = viability counter-screen for ATXN expression inhibitors | S2 cells (HEK-293 line with an ATXN2-luciferase reporter) viability, CellTiter-Fluor protease fluorescence, 24 h | Potency, µM (highest dose often 56.7 µM), actives largely listed as cytotoxic | hit rate 0.49% among 400,000; note: potency is the fitted concentration of half-maximal effect; nearly all actives have a fitted effect of over 40% in size
ATXN2 expr inh = inhibitors of ATXN2 expression | HEK-293 ATXN2-luciferase reporter, luminescence, 24 h | hit rate 0.72% among 360,000 | AID 1745845 | Potency, µM (doses to about 57 µM), for inactives: top-dose activity change, negative = inhibition, usual class: inhibitors; note: potency is the fitted concentration of half-maximal effect; % is set by controls: 0 for no effect and ±100 for the full control effect; nearly all actives have a fitted effect of over 55% in size
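qHTS (up to 57 uM final) was run with 24 h compound exposure of reporter cells at 37 °C. Each well was multiplexed: SteadyGlo luminescence measured ATXN2-luciferase expression after a fluorogenic Gly-Phe-AFC viability readout (25 uM final).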
A549 viability = counter-screen for Nrf2 inhibitors: cytotoxicity in A549 cells. A549 ARE-Fluc cells, CellTiter-Fluor viability, 18-24 h. Potency, µM (doses to about 46 µM), for the others: at the highest dose activity change, negative = cytotoxicity, most hits filed as inhibitors. hit rate 0.16% among 390,000. AID 504648; note: potency is the fitted concentration of half-maximal effect; % is set by controls: 0 for no effect and ±100 for the full control effect
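A549 ARE_Fluc cells in 5% FBS OPTI-MEM were exposed to compounds in concentration-response for 18-24 h at 37 deg C. Viability was read by CellTiter-Fluor fluorescence (Ex 405/Em 525) after 30 min, before the luciferase read.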
MCF10A rereplic = inducers of DNA re-replication in MCF 10A breast cells | AID 624296 | MCF 10A DNA re-replication, Hoechst nuclear intensity, 48 h | Potency, µM (titrated, usually from 46.1 µM), for the others: at the top dose activity, positive = re-replication, usual class: activators | hit rate 2.9% among 350,000; note: potency is the fitted concentration of half-maximal effect; % of control where 0% means no effect; nearly all actives have a fitted effect of over 50% in size
IL-1B inflam inh = blocks inflammasome-driven IL-1 beta release. AID 743279. hit rate 4.7% among 360,000. THP-1 LPS/ATP IL-1B secretion, AlphaLISA, 16 h; active compounds read low. activity change, % at 57.5 µM; in the data active = activity change below about -50%; inconclusive = mostly about -30% to -49%; note: % is set by controls: 0 for no effect and ±100 for the full control effect
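Secreted IL-1B measured by AlphaLISA bead assay after 16 h compound exposure of THP-1 cells; compounds (final up to 57.5 uM) added 1 h before LPS (250 ng/mL) and ATP (1.25 mM) stimulation; lower signal means less secretion.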
Nrf2 ARE act = activators of Nrf2 (ARE) signaling; AREc32 ARE-luciferase reporter (MCF7-derived line), luminescence, 24 h; Potency, µM (titrated, usually from 46.1 µM), without a hit: at the top dose activation, most hits filed as activators; hit rate 0.31% among 410,000; note: potency is the fitted concentration of half-maximal effect; % of control where 0% means no effect; nearly all actives have a fitted effect of over 65% in size
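AREc32_Fluc, 1000 cells/well, OPTI-MEM + 5% FBS, o/n 37 deg C 5% CO2; 23 nL cpd by pin tool, 24 hr; Steady-Glo 30 min RT, luminescence.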
HepG2 tox = kills HepG2 cells in TGF-b inhibitor counter-screen | Potency, µM (top dose mostly 46.1 µM), inactives show top-dose activity change, negative = cytotoxicity, most hits filed as cytotoxic | hit rate 0.76% among 410,000 | HepG2 CAGA-GFP viability, ATP luminescence, 18 h; note: potency is the fitted concentration of half-maximal effect; some results filed as inactive show a strong effect at the top dose
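CellTiter-Glo luminescence gave cytotoxicity after 18 hours at 37 degrees C. The cells were HepG2 CAGA-GFP in 1% FBS DMEM, stimulated with 500 pg/mL TGF-beta after compound addition. %Activity was normalised to no-cell wells (complete cell-killing) and DMSO (no toxicity), and curves were fitted and classified.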
Nrf2 inh = blocks Nrf2 signaling; AID 504444; hit rate 2.1% among 360,000; A549 ARE-Fluc reporter, luciferase luminescence, 18-24 h; Potency, µM (highest dose often 46 µM), inactives show top-dose activity change, negative = inhibition, hits mostly inhibitors; note: potency is the fitted concentration of half-maximal effect; % is set by controls: 0 for no effect and ±100 for the full control effect; nearly all actives have a fitted effect of over 60% in size
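Nrf2 function is reported as luminescence of an ARE-controlled luciferase in A549 cells. Compounds were tested at several concentrations, and a CellTiter-Fluor read on the same wells flagged cytotoxicity.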
* hit, by the source's call; i = inactive; ? = inconclusive; · = not tested or not shown; & = joins results of further samples; [ ] = another dose, or the depositor's remark. Unless noted, calls come from the whole dose curve; as a rule, active = well fitted curve in the direction sought with a large enough effect; inconclusive = small, poorly fitted or top-dose-only effect, or another doubt; inactive = no such curve, though single readings can be large; an effect the other way counts as inactive or inconclusive.

SMILES	TGFb inhibitor	ATXN viability	ATXN2 expr inh	A549 viability	MCF10A rereplic	IL-1B inflam inh	Nrf2 ARE act	HepG2 tox	Nrf2 inh
O=C(N1CCCCCC1)N1CCN(S(=O)(=O)c2ccccc2)CC1	-25%	i	-4%	4%	18%	-3	0.4%	-13%	-8%
COc1ccccc1-c1nc2ccccc2c(=O)n1O	-3%	i	-11%	-2%	13%	11	-0.1%	-15%	-4%
COC(=O)C(O)(NC(=O)OCc1ccccc1)C(F)(F)F (stereo not given)	-1%	i	1%	4%	4%	-21	0.3%	2%	-7%
COCCCn1c(=O)c2sccc2n2c(CCCC(=O)Nc3cc(C)cc(C)c3)nnc12	?	·	·	-11%	·	·	0.5%	6%	?
CCOC(=O)c1c(C)c(-c2ccccc2)n(CC(=O)Nc2cc(OC)cc(OC)c2)c1C	?	i	-13%	?	·	·	2.4%	-31%	-28%
Cc1cc(C)cc(CC2CC(=O)N(c3ccc(Cl)cn3)C2=O)c1 (stereo not given)	4%	i	5%	-18%	22%	0	0.1%	-9%	-14%
CCOC(=O)c1c(NC(=S)NCc2ccccc2)sc2c1CCN(C(=O)OCC)C2	7%	i	-21%	2%	?	39	-0.1%	-19%	10%
CCOC(=O)C1CCN(C(=O)Cn2c(=O)oc3cc(S(=O)(=O)N4CCC(C)CC4)ccc32)CC1	3%	i	-1%	3%	·	·	0.1%	-12%	15%
CC(C)(C)c1csc(NC(=O)c2cccnc2Cl)n1	16%	i	7%	5%	0%	2	0.3%	3%	0%
COc1cccc(NC(=O)C2C3C=CC4(O3)C2C(=O)N(CCCN2CCCC(C)C2)C4C(=O)NC2CCCCC2C)c1 (stereo not given)	7%	i	-10%	-11%	6%	-12	-0.5%	-12%	-17%
CCCCNC(=O)C1C2C=CC(C2)C1C(=O)O (stereo not given)	0%	i	-12%	10%	6%	12	-0.4%	-7%	-13%
CCn1cc([N+](=O)[O-])c(C(=O)N2CCCc3ccccc32)n1	-18%	i	-10%	-3%	-3%	8	0.3%	-7%	11%
Nc1nc2ccccc2cc1C(=O)NCCCCc1ccccc1	·	?	4%	·	·	52	4.4%	·	·
COc1ccccc1N1C(=O)C2C(C(=O)c3ccccc3)=NN(c3ccc(Br)cc3)C2C1=O (stereo not given)	7%	·	-11%	-10%	?	-5	-2.2%	-35%	11%
COc1cc2c(cc1OC)C1(C)N(CC2)C(C(C)=O)=NN1c1ccc(Cl)cc1 (stereo not given)	?	i	·	8%	7%	-11	0.2%	-14%	11%
O=C1CCCC2(O)C1C(c1cccc(Br)c1)NC(=O)N2Cc1ccccc1 (stereo not given)	4%	i	4%	0%	-7%	1	0.2%	10%	-4%
Cc1ccc(CN2CCCNC2=O)cc1	10%	i	1%	-11%	-17%	-15	-0.7%	0%	·
O=C(NC1CCSC1=O)c1ccc(Cl)cc1 (stereo not given)	-5%	i	-4%	-18%	-3%	-15	-0.8%	1%	2%
Cc1ccc(N2CC(C(=O)Nc3nccs3)CC2=O)cc1Cl (stereo not given)	-1%	i	6.3µM*	16µM*	8%	-24	-1.9%	-43%	?
N#C/C(=C\c1ccc(-c2ccccc2[N+](=O)[O-])o1)C(=O)N1CCOCC1	-22%	i	13%[11.3 µM]	3%	-1%	-24	?	-27%	-23%

Part of the list above with just A549 viability.
SMILES | A549 viability
O=C1CCCC2(O)C1C(c1cccc(Br)c1)NC(=O)N2Cc1ccccc1 (stereo not given) | 0%
Cc1ccc(CN2CCCNC2=O)cc1 | -11%

The listing continues.
SMILES	TGFb inhibitor	ATXN viability	ATXN2 expr inh	A549 viability	MCF10A rereplic	IL-1B inflam inh	Nrf2 ARE act	HepG2 tox	Nrf2 inh
COc1ccccc1CNC(=O)CN1CCC(NC(=O)c2ccccc2F)CC1	3%	i	5%	7%	2%	17	-1.1%	-22%	5%
CCOC(=O)c1ccc(NC(=O)CSc2nc(N3CCOCC3)nc(N3CCOCC3)n2)cc1	-3%	i	-6%	-1%	10%	0	0.2%	10%	-24%
COc1ccc(NC(=O)COC(=O)CCNS(=O)(=O)c2ccccc2)cc1OC	-8%	i	12%	-2%	-1%	1	-0.6%	0%	-19%
COc1ccccc1NC(=O)Cn1nc2c3cc(F)ccc3n(Cc3cccc(C)c3)cc-2c1=O	-9%	i	7%	-6%	·	·	0.1%	0%	21%
COc1ccccc1C(=O)COC(=O)CN1C(=O)c2ccccc2C1=O	-2%	i	1%	9%	-22%	-16	-0.5%	0%	-19%
COc1ccc(-n2c(=O)c3ccccc3n(CC(=O)NC3CCCCC3)c2=O)c(OC)c1	12%	?	-5%	-10%	0%	3	-0.8%	4%	-9%
CCN(CC(=O)Nc1ccc(NC(C)=O)cc1)C(=O)C1CCCN(C(=O)c2ccc(Cl)cc2)C1 (stereo not given)	6%	i	8%	3%	0%	4	0.2%	3%	7%
CCCC(=O)N1CCCC1(C)C(=O)Nc1cc(OC)c(OC)c(OC)c1 (stereo not given)	15%	i	17%	·	·	17	0.3%[9.22 µM]	2%	·
O=C(COC(=O)c1cc[n+]([O-])cc1)Nc1ccc([N+](=O)[O-])cc1	5%	i	-34%	2%	?	3	2.5%	-8%	1%
CCCNC(=O)c1c(CSc2ccccc2)noc1C(=O)NCc1ccccc1	?	i	-15%	1%	?	-17	-0.4%	-76%	-19%
O=Cc1c[nH]c2ccc(NC(=O)OCc3ccccc3)cc12	-8%	i	17%	-4%	?	?	-0.2%	-1%	?
COc1ccccc1CCNC(=O)CCNS(=O)(=O)c1ccc(NC(C)=O)cc1	-6%	·	·	1%	6%	-3	-0.1%	1%	-3%
CCN(CCn1cccn1)C(=O)c1ccc(OC2CCN(C(=O)COC)CC2)cc1	-6%	i	18%	-3%	4%	13	0.1%	1%	10%
O=C(CCC(=O)Nc1ccc(Cl)cc1Cl)N/N=C/c1ccc([N+](=O)[O-])o1	11µM*	?	?	-22%	?	-77*	21%	16µM*	18µM*
CCC(C)(C)C1CCc2[nH]nc(C(=O)NCCCNC(=O)OC(C)(C)C)c2C1 (stereo not given)	-7%	i	-23%	-10%	25%	48	-1.4%	30%	26µM*
Cn1ccnc1C(=O)c1cc(SCC(=O)N2CCOCC2)nc2ccccc12	-1%	i	·	-18%	-6%	5	0.6%	12%	2%
COc1ccc(OC)c(/C=N/NC(=O)c2ccc[n+](CC(=O)c3ccccc3)c2)c1	9%	i	·	8%	0%	4	0.4%	-16%	3%
O=C(CSc1nnc(Cc2ccccc2)o1)NCCN1C(=O)CSC1=O	15%	i	1%	1%	2%	6	-0.3%	5%	-11%
CC(=O)c1cccc(N(CC(=O)Nc2ccc(F)cc2F)S(C)(=O)=O)c1	?	i	31%	10%	-6%	0	2.4%	6%	2%
O=C(NC(=S)NN1CCCCC1c1cccnc1)c1ccc(Br)cc1 (stereo not given)	0%	i	2%	-1%	9%	-55*	3.6%	-3%	?

Full records from above. Order of values: TGFb inhibitor	ATXN viability	ATXN2 expr inh	A549 viability	MCF10A rereplic	IL-1B inflam inh	Nrf2 ARE act	HepG2 tox	Nrf2 inh
COc1ccccc1C(=O)COC(=O)CN1C(=O)c2ccccc2C1=O across the screens: -2%	i	1%	9%	-22%	-16	-0.5%	0%	-19%
CCC(C)(C)C1CCc2[nH]nc(C(=O)NCCCNC(=O)OC(C)(C)C)c2C1 (stereo not given) across the screens: -7%	i	-23%	-10%	25%	48	-1.4%	30%	26µM*
COc1ccccc1-c1nc2ccccc2c(=O)n1O across the screens: -3%	i	-11%	-2%	13%	11	-0.1%	-15%	-4%
Cc1ccc(N2CC(C(=O)Nc3nccs3)CC2=O)cc1Cl (stereo not given) across the screens: -1%	i	6.3µM*	16µM*	8%	-24	-1.9%	-43%	?

(listing goes on)
SMILES	TGFb inhibitor	ATXN viability	ATXN2 expr inh	A549 viability	MCF10A rereplic	IL-1B inflam inh	Nrf2 ARE act	HepG2 tox	Nrf2 inh
CCOC(=O)C1=CN(CC2CCCCC2)CCC1=O	2%	i	10%	-2%	-8%	-11	-1.0%	-1%	-12%
COc1cccc(C(=O)N(Cc2cc3cc(C)ccc3[nH]c2=O)C(C)C)c1	10%	i	-8%	-8%	-7%	-27	-0.4%	-1%	-16%
O=C(Oc1cccc2ccccc12)c1ccncc1	-4%	i	-7%	-1%	-1%	23	3.1%	-6%	13%
c1ccc2c(SCc3cn4cccnc4n3)ncnc2c1	-18%	i	4%	-2%	-3%	-15	7.2%	2%	?
COC(=O)[C@H](CC(C)C)NC(=O)N1CCN(c2cccc(C(F)(F)F)c2)CC1	?	?	-7%	-2%	-1%	6	-0.2%	-11%	?
Cc1cc(C)c(NC(=O)Cn2nnc(C(=O)Nc3ccc(F)cc3F)c2N)c(C)c1	3%&-1%	i	3%	-9%&0%	?	9	0.0%&0.3%	12%&-2%	-19%&-19%
COc1ccc(S(=O)(=O)NCC2CCCN(Cc3ccccc3C)C2)cc1 (stereo not given)	-13%	i	10%	-4%	?	?	0.3%	-38%	?
COc1cccc(C(O)c2nc(-c3cccc(F)c3)cs2)c1 (stereo not given)	-15%	i	9%	·	·	24	4.2%	-18%	·
COc1cc(NC(=O)Cn2ncc3c([nH]c4ccc(C)cc43)c2=O)cc(OC)c1OC	10%	i	9%	0%	·	·	0.4%	-9%	?
N#CC1=C2CCCCC2(O)NC1=O (stereo not given)	2%	?	·	·	·	5	-1.4%	-2%	·

Assay outcomes (PubChem)
